# Siah-1 displacement = Siah-1 peptide-binding antagonists, primary screen, biochemical, fluorescence polarization, rhodamine-plectin, uHTS (AID 1817); displacement, % at 20 µM, or IC50 in µM where a hit was titrated; 290,000 compounds, 0.02% hits; Siah-1 / rhodamine-plectin peptide fluorescence polarization; higher % means a stronger effect;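 active = displacement of at least 50% at 20 µM, with a fluorescence ratio check between 0.3 and a set limit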;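 note: plate controls were Siah plus tracer with DMSO for no effect and tracer alone without Siah for full effect; strong numbers were not always called active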
# K1F lysis inhibition = inhibition of K1F phage lysis, E. coli UTI89, bacterial capsule biogenesis inhibitors, alamar blue (AID 488966). E. coli UTI89 K1F phage lysis, alamar blue, 2 h; higher % means a stronger effect. inhibition, % at 100 µM, or IC50 in µM where a hit was titrated. 340,000 compounds, 0.02% hits;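 active = phage lysis inhibition, versus mean bacterial control, above a set limit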;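 note: capsule biogenesis inhibitors block K1F phage lysis so surviving cells raise fluorescence; higher fluorescence means more inhibition of phage lysis; actives were called in the ten point dose series up to 300 µM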
# GPR35 antagonists = GPR35 antagonists blocking zaprinast-driven arrestin recruitment, primary screen, imaging, U2OS, beta-arrestin-GFP, zaprinast agonist (AID 2058) | G-protein coupled receptor 35 (Homo sapiens) | U2OS GPR35 beta-arrestin-GFP translocation imaging, zaprinast antagonism; higher % means a stronger effect | one-dose inhibition, % at 10 µM; IC50 in µM for titrated hits | 290,000 compounds, 0.052% hits;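 active = inhibition of at least 50% with at least 30 cells and total cytoplasm GFP at most 10,000,000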
# GPR55 LPI antagonism = GPR55 antagonists blocking LPI-driven arrestin recruitment, primary screen, imaging, U2OS, beta-arrestin-GFP, LPI agonist (AID 2013). G-protein coupled receptor 55 (Homo sapiens). U2OS GPR55 beta-arrestin-GFP translocation imaging, LPI antagonism; higher % means a stronger effect. inhibition, % at 10 µM, or IC50 in µM where a hit was titrated. 290,000 compounds, 0.13% hits;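 active = spots per cell inhibited over 60%, with over 100 cells counted and total cytoplasm intensity under 500,000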;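 note: U2OS cells stably carrying GPR55 and arrestin-GFP stimulated by 5 µM LPI near EC80; imaged beta-arrestin-GFP aggregate spots per cell after agonist stimulation; plate controls were LPI-stimulated DMSO wells for no effect and DMSO wells without LPI for full effect; some results filed as inactive read as strong as hits; confirmed hits need IC50 under 10 µM and bright autofluorescent wells are also inconclusive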
# AID2073 = inhibitors of Mint1-CaV2.2 protein interaction, biochemical, HTRF (AID 2073); 290,000 compounds, 0.19% hits; HTRF protein-protein interaction, Mint1-CaV2.2; higher % means a stronger effect; one-dose inhibition, % at 20 µM; IC50 in µM for titrated hits; Voltage-dependent N-type calcium channel subunit alpha-1B (Homo sapiens); in the data active = inhibition mostly above about 51%, no sharp cut-off; note: some results filed as inactive read as strong as hits
# NTR1 ag = agonists of NTR1, primary screen, imaging, U2OS cells, beta-arrestin-GFP, high content (AID 493036); Neurotensin receptor type 1 (Homo sapiens), P30989; NTR1-U2OS beta-arrestin-GFP spot imaging, agonist mode; activation, % at 20 µM; 330,000 compounds, 0.17% hits;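 active = activation at or above 40% of the spot to cytoplasm intensity ratio, with at least 20 cells analyzed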;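 note: 0% = DMSO without peptide and 100% = 100 nM NTR1 peptide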
# Target sequence (P30989 whole entry, looked up): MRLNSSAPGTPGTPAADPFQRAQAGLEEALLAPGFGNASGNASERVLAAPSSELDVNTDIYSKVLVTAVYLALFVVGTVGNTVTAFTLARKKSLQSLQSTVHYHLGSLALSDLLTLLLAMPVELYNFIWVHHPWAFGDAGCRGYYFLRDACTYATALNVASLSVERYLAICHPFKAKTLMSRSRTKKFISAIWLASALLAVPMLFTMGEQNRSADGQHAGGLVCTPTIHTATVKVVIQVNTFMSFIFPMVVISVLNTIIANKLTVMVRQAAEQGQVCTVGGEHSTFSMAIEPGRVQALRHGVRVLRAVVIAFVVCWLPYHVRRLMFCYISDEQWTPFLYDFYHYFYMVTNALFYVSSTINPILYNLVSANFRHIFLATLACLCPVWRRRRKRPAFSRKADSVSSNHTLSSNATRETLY
# HIV peptide binding = inhibitors of HIV fusion peptide binding, primary screen, biochemical, uHTS, fluorescence dequenching (AID 1986); cell-free peptide binding, fluorescence dequenching, 30 min; higher % means a stronger effect; inhibition, % at 20 µM; hits with a dose series show IC50 in µM; 290,000 compounds, 0.3% hits; in the data active = inhibition mostly above about 52%, no sharp cut-off; inactive = mostly below about 76%; note: some results filed as inactive read as strong as hits
# GPR55 beta-arrestin = GPR55 agonists via beta-arrestin recruitment, primary screen, imaging, U2OS cells, beta-arrestin-GFP redistribution (AID 1961) | one-dose activation, % at 10 µM; EC50 in µM for titrated hits | 290,000 compounds, 0.048% hits | U2OS GPR55 beta-arrestin-GFP redistribution imaging; higher % means a stronger effect | G-protein coupled receptor 55 (Homo sapiens);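 active = activation above 40% with more than 50 cells counted in the well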;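 note: U2OS osteosarcoma cells stably expressing GPR55 and beta-arrestin-GFP; plate controls were DMSO negative control for no effect and LPI positive control for full effect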
# NS5 inhibitors = Dengue-2 NS5 methyltransferase inhibitors, primary screen, biochemical, confirmation dose response (AID 588689); Genome polyprotein (Dengue virus type 2 (strain 16681-PDK53)); Dengue-2 NS5 methyltransferase capping enzyme assay, biochemical; higher % means a stronger effect; inhibition, % at 25 µM, or IC50 in µM where a hit was titrated; 340,000 compounds, 0.3% hits; in the data active = a potency from the dose series
# NTR1 ag cell count 20 µM = also measured in NTR1 ag; calls as there; cell count; measured here: cell count, cytotoxicity flag
# The depositor's hits bear a star; i = inactive; nt = not tested or not shown; [ ] = dose if it differs, or a comment.
SMILES,Siah-1 displacement,K1F lysis inhibition,GPR35 antagonists,GPR55 LPI antagonism,AID2073,NTR1 ag,NTR1 ag cell count 20 µM,HIV peptide binding,GPR55 beta-arrestin,NS5 inhibitors
COCCNc1ccc([N+](=O)[O-])cc1C(=O)NC1CCCc2ccccc21 (configuration not stated),2%,0.3%,-7%,-4%,0%,6.2,54,-1.9%,nt,-8%
O=C(CCCn1c(=O)c2sccc2n(Cc2cc(=O)n3ccccc3n2)c1=O)NCc1ccco1,9%,-3.1%,32%,0%,2%,1.8,69,-0.4%,-0.2%,1%
CN(C)CCCn1c(N)c(C#N)c2nc3ccccc3nc21,-5%,nt,4%,-6%,24%,-0.6,51,8.6%,-0.1%,nt
CC(C)Cn1c(N)c(C(=O)COC(=O)c2ccc([N+](=O)[O-])o2)c(=O)n(C)c1=O,6%,-2.6%,10%,-8%,-1%,3.4,37,-1.8%,0.6%,-13%
CC(C)Sc1nc2c(c(=O)[nH]c(=O)n2C)n1C,-4%,0.9%,6%,-2%,-4%,1.6,68,1.3%,-0.2%,-3%
Cc1ccc(OC(=O)c2ccc(Cl)c([N+](=O)[O-])c2)cn1,-3%,0.1%,1%,10%,-5%,2.9,105,-1.6%,0.0%,-6%
CCN(CC)S(=O)(=O)c1ccc(N2CCOCC2)c(NC(=O)c2ccccc2F)c1,-1%,i,-3%,0%,7%,3.8,65,1.6%,0.5%,-4%
CC1CCCC(C)N1C(=O)c1cccc2c1-c1ccccc1/C2=N/O (configuration not stated),2%,-0.4%,-15%,8%,2%,0.1,69,0.8%,-0.1%,1%
CCCCC(O)CN1CCC(c2ccccc2)CC1 (configuration not stated),0%,4.4%,-3%,15%,-4%,-4.4,18,40%,-0.2%,-4%
Cc1ccc2nc(SC(C)C(=O)Nc3cccc([N+](=O)[O-])c3)[nH]c2c1 (configuration not stated),-1%,0.6%,-6%,-19%,-4%,9.0,74,-0.8%,-0.3%,-8%
C/C(=N\Nc1ccc(C(=O)O)cc1)c1ccc2c(c1)Nc1ccccc1S2,14%,0.1%,-9%,11%,47%,3.3,59,15µM*,-0.3%,61%
C=CCNCCOc1cccc(Br)c1,2%,0.4%,-2%,6%,0%,3.4,39,0.7%,-0.4%,-6%
CC1(OC(=O)CCc2ccccc2)C(=O)C=C2C=C(c3ccc(C#N)cc3)N(CCc3c[nH]c4ccccc34)C=C2C1=O (configuration not stated),6%,-0.3%,2%,6%,7%,0.6,43,1.0%,-0.1%,20%
O=C(O)CCC(=O)Nc1sc2c(c1C(=O)NCc1ccccc1)CCCC2,-1%,3.2%,-1%,-7%,4%,0.8,61,-0.7%,0.3%,-8%
Cc1nnc(Sc2c(-c3ccccc3)c3ccc(Cl)cc3[nH]c2=O)s1,8%,-0.6%,-6%,11%,-2%,-0.1,46,-2.5%,-0.2%,-3%
CC(Nc1ccccc1)c1cc(Cl)ccc1O (configuration not stated),-1%,0.2%,3%,3%,3%,2.0,63,1.1%,-0.3%,6%
COC(=O)c1ccccc1N(C)S(=O)(=O)c1cc2c(cc1C)OCC(=O)N2,-1%,-0.1%,-1%,-22%,-5%,0.5,36,-0.6%,0.2%,-4%
O=C(O)c1ccc(NC(=O)C2CCCCC2)cc1,0%,0.5%,-15%,15%,-2%,-0.5,83,1.0%,-0.1%,1%
O=S(=O)(c1ccccc1F)N1CCN(c2nc3ccccc3s2)CC1,1%,nt,7%,0%,14%,2.5,101,0.6%,-0.2%,nt
CCOc1ccc(N2C(=O)C3CCCN3C2=O)cc1 (configuration not stated),4%,0.4%,10%,9%,0%,0.0,87,1.5%,-0.1%,-1%
COc1ccc(N2C(=O)CC(Sc3nc(C)cc(C)c3C#N)C2=O)cc1 (configuration not stated),1%,1.8%,-10%,4%,-4%,-0.2,35,6.9%,0.4%,-3%
Cc1ccc(NC(=O)Nc2ccc3c(c2)CCC3)cc1C,0%,0.1%,-9%,18%,15%,0.0,65,1.8%,-0.1%,-2%
COc1ccc(S(=O)(=O)Nc2ccc(CC#N)cc2)cc1,0%,3.6%,8%,6%,23%,-1.9,34,0.7%,0.3%,3%
Clc1ccc(Cc2ccccc2)nn1,4%,5.1%,6%,4%,-1%,0.4,71,8.0%,0.0%,-3%
O=C(CCC(=O)c1ccc(F)cc1)Nc1ccccc1Cl,-3%,0.4%,-3%,0%,12%,0.2,67,0.9%,-0.2%,-6%
# Next section
SMILES,Siah-1 displacement,K1F lysis inhibition,GPR35 antagonists,GPR55 LPI antagonism,AID2073,NTR1 ag,NTR1 ag cell count 20 µM,HIV peptide binding,GPR55 beta-arrestin,NS5 inhibitors
Cc1ccc(C2C(=O)N(C3CCCC3)CC(=O)N2C2CCCCC2)cc1 (configuration not stated),0%,-0.1%,14%,6%,11%,1.6,53,1.1%,0.2%,0%
COCCN1CCN(C(=O)C2CCC(=O)N(Cc3cccc(C(F)(F)F)c3)C2)CC1 (configuration not stated),0%,-0.1%,11%,-1%,-5%,0.5,65,-0.7%,0.3%,-1%
CCN1C(=O)/C(=C\c2ccncc2)SC1=Nc1ccc(C)c(C)c1,6%,0.0%,0%,-1%,8%,26,85,-1.6%,0.3%,-5%
C[N+](C)=C1SCC(C)(/C=N/O)S1 (configuration not stated),11%,-0.4%,3%,0%,-42%,0.2,48,0.7%,0.5%,6%
Cc1c(F)cccc1NS(=O)(=O)c1ccc2c(c1)n(C)c(=O)c(=O)n2C,4%,0.3%,3%,-1%,8%,0.0,58,0.3%,-0.4%,2%
COc1ccc(C(=O)NC2CCN(CC(=O)Nc3cccc(C)c3)CC2)cc1OC,14%,0.0%,18%,-2%,17%,-1.2,40,0.4%,0.0%,-6%
CCc1ccc(N(C)S(=O)(=O)c2ccc3[nH]cc(C(=O)NCCN4CCOCC4)c(=O)c3c2)cc1,-1%,-0.3%,1%,2%,-3%,0.1,65,0.6%,0.0%,1%
Clc1ccc2c(N3CCCC3)ccnc2c1,2%,0.4%,-3%,4%,-7%,0.4,75,-1.0%,-0.1%,-5%
Cc1cc(C(=O)c2cccs2)c(N)s1,-3%,4.2%,9%,2%,43%,3.1,58,1.1%,-0.2%,-2%
Cc1ccc(-c2nnc(SCC(=O)Nc3ccccc3F)o2)cc1,4%,-5.5%,10%,-11%,8%,-3.1,58,1.7%,-0.1%,-6%
O=C(CSCc1ccccc1Cl)Nc1c[nH]c(=O)[nH]c1=O,-3%,1.7%[50 µM],nt,11%,2%,0.2,61,-3.7%,-0.3%,1%
COc1cccc(-n2c(CN3CCN(c4ccccn4)CC3)nc3ccc([N+](=O)[O-])cc3c2=O)c1,-5%,-0.3%,-11%,-1%,27%,0.5,61,-1.0%,-0.3%,4%
O=C(CN(c1cccc(C(F)(F)F)c1)S(=O)(=O)c1ccc(Cl)c([N+](=O)[O-])c1)NCc1ccc(F)cc1,-2%,6.7%,-4%,7%,21%,12,58,1.0%,-0.3%,-4%
CC(/C=C/c1ccccc1F)=N\NC(=O)c1ccccc1,-1%,1.0%,0%,10%,4%,1.9,31,-0.8%,-0.6%,-10%
CCCCCc1cc(=O)oc2c(C(CCN3CCCC(C)C3)c3cc(OC)c(OC)c(OC)c3)c(OC)cc(OC)c12 (configuration not stated),-3%,6.3%,-22%,36%,2%,20,73,1.5%,0.0%,-7%
COc1cccc(NC(=O)NC2CCN(Cc3nnnn3Cc3ccc(F)cc3)CC2)c1,0%,-0.1%,3%,11%,1%,-1.7,95,-1.4%,0.8%,-7%
Cc1cccc(CN2CCN(Cc3cccc4nonc34)CC2CCO)n1 (configuration not stated),14%,1.3%,11%,4%,-1%,0.6,45,1.0%,-0.1%,-4%
CCCCC(=O)N(c1ccc(OCC)cc1)C1C=CS(=O)(=O)C1 (configuration not stated),4%,2.2%,-6%,5%,8%,3.0,44,-1.2%,-0.2%,0%
COC(=O)c1ccc(OCCOCCOc2cccc3ccc(C)nc23)cc1,-4%,6.0%,4%,-2%,6%,1.2,66,-1.9%,0.1%,-5%
O=C(NC(=S)N(CC1CCC1)CC1CCCO1)c1cccc([N+](=O)[O-])c1 (configuration not stated),-2%,0.1%,12%,4%,-11%,2.0,54,-1.9%,0.2%,1%
Cc1c(NC(=O)c2cccnc2Cl)c(=O)n(-c2ccccc2)n1C,7%,-0.5%[50 µM],7%,1%,1%,-1.8,39,-0.1%,0.0%,-5%
C[C@@H]1NC(=O)c2cc([N+](=O)[O-])cc(I)c2OCC[C@@H](C(N)=O)NC(=O)[C@H](CCC(=O)O)NC1=O,13%,nt,4%,12%,-3%,nt,nt,18%,0.1%,nt
O=C(NC1CCCc2ccccc21)c1ccc(S(=O)(=O)N2CCOCC2)cc1 (configuration not stated),15%,-0.4%,-12%,3%,1%,0.7,42,-0.1%,-0.2%,2%
Cc1ccc(C)c(NC(=S)NCC(c2cccnc2)N2CCOCC2)c1 (configuration not stated),7%,-6.8%,-10%,8%,-4%,-0.9,52,1.7%,-0.5%,-10%
COc1ccc(Nc2nc(N)c([N+](=O)[O-])c(NCc3ccccc3)n2)cc1,-5%,-0.1%,1%,11%,44%,3.4,72,-0.6%,-0.2%,-3%
O=S(=O)(c1ccccc1)c1cccc(S(=O)(=O)N2CCCCC2)c1,11%,0.9%,3%,-7%,-3%,-0.1,87,-1.6%,-0.1%,-5%

# 3 compounds out of the list, ordered by count of non-hydrogen atoms, low to high.
SMILES,Siah-1 displacement,K1F lysis inhibition,GPR35 antagonists,GPR55 LPI antagonism,AID2073,NTR1 ag,NTR1 ag cell count 20 µM,HIV peptide binding,GPR55 beta-arrestin,NS5 inhibitors
C[N+](C)=C1SCC(C)(/C=N/O)S1 (configuration not stated),11%,-0.4%,3%,0%,-42%,0.2,48,0.7%,0.5%,6%
CC(/C=C/c1ccccc1F)=N\NC(=O)c1ccccc1,-1%,1.0%,0%,10%,4%,1.9,31,-0.8%,-0.6%,-10%
Cc1ccc(C2C(=O)N(C3CCCC3)CC(=O)N2C2CCCCC2)cc1 (configuration not stated),0%,-0.1%,14%,6%,11%,1.6,53,1.1%,0.2%,0%

# Bioassay records deposited in PubChem by several laboratories.
